S1P3 ag = human S1P3 receptor agonists, primary screen, cell-based, primary and confirmation, NFAT-BLA reporter; hit rate 0.1% among 60,000; Sphingosine 1-phosphate receptor 3 (Homo sapiens), Q99500; activation, % at 4.5 µM; S1P3 NFAT-BLA reporter cells, agonism, FRET ratio; relative to 1 µM S1P, basal subtracted; AID 373, 2006;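 active = activation above the screen-wide mean plus 3 SD, cut at about 4.5% in these data, passing the limit was not always enough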; also: some compounds called inactive have numbers as strong as hits
Target sequence (Q99500 whole entry, looked up): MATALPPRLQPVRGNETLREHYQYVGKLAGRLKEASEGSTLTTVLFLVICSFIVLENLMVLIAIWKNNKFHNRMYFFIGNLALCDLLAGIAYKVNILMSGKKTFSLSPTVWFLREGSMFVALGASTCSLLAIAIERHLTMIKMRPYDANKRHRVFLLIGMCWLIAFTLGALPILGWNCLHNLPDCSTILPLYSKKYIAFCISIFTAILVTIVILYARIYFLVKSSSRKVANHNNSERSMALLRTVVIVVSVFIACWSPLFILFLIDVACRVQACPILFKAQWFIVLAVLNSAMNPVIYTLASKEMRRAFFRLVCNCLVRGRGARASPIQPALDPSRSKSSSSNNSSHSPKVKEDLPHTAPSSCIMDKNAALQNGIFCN
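Assay system: CHO cells stably expressing human S1P3, Gα16 and NFAT-β-lactamase reporter. Timing: overnight plating, 4 h compound 37 °C, 2 h substrate RT. Signal: β-lactamase FRET emission ratio 460/535 nm. Measure: percent activation versus median 1 µM S1P response, basal-subtracted, per plate. Repeats: primary screen single test, confirmation screen in triplicate.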
HER2 expr 66K = inhibitors of Her2 protein expression, primary screen, SKBR-3 cells, AlphaScreen, 66K library | Receptor tyrosine-protein kinase erbB-2 (Homo sapiens), P04626 | SKBR-3 HER2 protein level, 18-24 h; hits give low values | HER2 level % of control, % at 10 µM | hit rate 0.69% among 65,000 | AID 645, 2007;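 active = HER2 level under 5% of the carrier-only control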;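 also: 100% = DMSO carrier and 0% = 500 nM PU-H71 HSP90 inhibitor; lower value means stronger loss of Her2 protein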
Jurkat viability = cytotoxicity toward Jurkat T cells, primary screen, cytotoxicity control, cell-based, Jurkat E6.1, 60K MLSMR library. Jurkat E6.1 viability, ATP luminescence, 48 h. AID 463, 2006. hit rate 1.2% among 56,000. inhibition, % at 4 µM;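 active = inhibition above the mean inhibition of all tested compounds plus 3 SD, cut at about 28% in these data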
M1 agonist = M1 muscarinic receptor agonists, primary screen, CHO-M1 cells, Fluo-4 calcium, agonist mode. Muscarinic acetylcholine receptor M1. Fluo-4 calcium fluorescence; hits give high values. B-score at 10 µM. hit rate 3% among 64,000. AID 626, 2007;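 active = fluorescence rise, raw or as B-score row- and column-corrected plate score, outside the 99.7% band of its plate's samples, either direction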
5HT1E antag = 5-HT1E receptor antagonists, primary screen, cell-based, HTS; AID 571, 2007; inhibition, % at 6 µM; hit rate 0.99% among 65,000; CHO 5-HT1E Ga15 NFAT-bla reporter, FRET, antagonist; 5-hydroxytryptamine receptor 1E (Homo sapiens), P28566;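 active = inhibition above a set limit, the mean inhibition across every tested compound plus 3 SD, cut at about 29% in these data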;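 also: signal is the 460 over 535 nm emission ratio of beta-lactamase substrate; 0% = agonist plus DMSO wells and 100% = wells without agonist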
M1 antag = antagonists of rat M1 muscarinic receptor; CHO-M1 cells, Fluo-4 calcium, ACh EC80 antagonist mode; hits give low values; hit rate 3.4% among 64,000; B-score at 10 µM;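 active = calcium fluorescence response, raw or row-and-column corrected B-score, differing from the plate sample mean either way at a set confidence level, mostly lower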
Target sequence (P08482 whole entry, looked up): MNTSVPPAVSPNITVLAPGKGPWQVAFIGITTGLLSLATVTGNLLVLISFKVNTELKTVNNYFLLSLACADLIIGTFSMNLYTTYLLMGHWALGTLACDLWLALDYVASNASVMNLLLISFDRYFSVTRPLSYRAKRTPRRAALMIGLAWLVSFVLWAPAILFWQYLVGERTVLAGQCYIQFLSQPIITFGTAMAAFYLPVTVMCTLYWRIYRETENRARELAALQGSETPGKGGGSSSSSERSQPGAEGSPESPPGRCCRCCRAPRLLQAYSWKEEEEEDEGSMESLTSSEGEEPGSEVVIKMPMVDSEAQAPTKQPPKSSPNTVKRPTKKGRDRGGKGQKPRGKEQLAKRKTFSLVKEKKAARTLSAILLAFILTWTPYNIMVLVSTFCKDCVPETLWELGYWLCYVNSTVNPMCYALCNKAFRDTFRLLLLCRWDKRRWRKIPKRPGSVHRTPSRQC
HEK293 NFkB inh = inhibitors of PMA/ionomycin-induced NF-kB reporter, primary screen, antigen receptor NF-kB inhibitor project, cell-based, HEK-293 luciferase reporter, luminescence. HEK-293 NF-kB luciferase reporter. inhibition, % at 3 µM. hit rate 0.21% among 62,000. AID 465, 2006;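 active = inhibition above the mean of all tested compounds plus 3 SD, cut at about 40% in these data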;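 also: 0% = stimulated DMSO wells and 100% = 10 µM reference inhibitor 5653914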
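Material: HEK-293 cells with stable firefly luciferase reporter driven by four HIV NF-kB elements / Also added: PMA plus ionomycin mix as NF-kB-activating stimulus / Compound dosing: 3 µM once, 0.30% DMSO / Times: 1 h pretreatment, 16 h stimulation, 37 °C / Signal: luminescence / Evaluation: per-plate % inhibition versus controls / Benchmarks: DMSO and 10 µM reference inhibitor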
5HT1E ag = 5-HT1E receptor agonists, primary screen, cell-based, HTS; hit rate 0.69% among 65,000; activation, % at 6 µM; 5-hydroxytryptamine receptor 1E (Homo sapiens), P28566; CHO 5-HT1E Ga15 NFAT-bla reporter, FRET; 0% DMSO wells, 100% control agonist wells;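 active = activation above a set limit, the screen-wide mean activation plus 3 SD, cut at about 8.5% in these data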;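 also: 100% = positive control agonist at 1 µM giving full maximal response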
S1P1 ag-PAM = S1P1 agonists and agonism potentiators, primary screen, cell-based, primary and confirmation screens, CRE-bla reporter. S1P1 CRE-bla cells, forskolin, beta-lactamase FRET, potentiator mode; S1P1 agonist co-added at EC20, 2 nM; 100% = saturating reference agonist, 0% = basal. activation, % at 9.5 µM. hit rate 0.57% among 56,000;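 active = activation above a cutoff set at the mean activation of all tested compounds plus 3 SD, cut at about 54% in these data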;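 also: forskolin at 4 µM as EC80 and the EC20 agonist is SEW2871; 100% = SEW2871 at its EC100 plus forskolin at EC80; some compounds past the cut are filed as inactive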
Active calls of the source: *; . = not tested or not shown.

Molecule	S1P3 ag	HER2 expr 66K	Jurkat viability	M1 agonist	5HT1E antag	M1 antag	HEK293 NFkB inh	5HT1E ag	S1P1 ag-PAM
COc1ccc(CCNC(=O)CCN2C(=O)C3CC=CCC3C2=O)cc1OC (centres undefined)	0.3	75	5	0.83	1	0.058	6	-0.7	-11
Cc1ccc(-c2nnn(CC(=O)N(CC(=O)NCc3ccccc3)c3cccc(C)c3C)n2)o1	-0.6	74	4	0.17	11	1.2	15	0.1	19
Cc1oc(-c2cccc(Cl)c2)nc1CN1CCCC(C(=O)NC(C)c2ccc3c(c2)OCCO3)C1 (centres undefined)	-1.7	71	14	1.3	8	-0.94*	23	0.4	50
Clc1ccc(Nc2nc(-c3cccs3)cs2)nc1	-1.5	47	6	-0.18	2	-1.9	-63	-0.2	.
COc1ccccc1N(C(=O)Cn1nnc2ccccc21)C(C(=O)NCc1ccco1)c1ccc(C)o1 (centres undefined)	-1.7	93	0	0.64	12	0.58	10	0.2	1
CCN1CCN(C(=O)Nc2cccc(C(F)(F)F)c2)CC1	-0.1	102	7	-0.32	11	-0.15	19	-0.1	6
CCCNC(=O)c1ccccc1NS(=O)(=O)c1ccc(OC)c(OC)c1	-1.2	89	-1	0.97	3	0.001	4	0.5	-7
CCCCn1nc(C(=O)O)ccc1=O	-0.4	105	-4	-0.27	10	-0.11	16	0.4	-12
Cn1c(CNc2nc(-c3ccccc3)cs2)nnc1SCC(=O)N1CCc2ccccc21	-1.2	54	11	-0.24	-17	-0.21	7	1.2	-5
CC(=O)c1cccc(NC(=O)N2CCCC2C(=O)Nc2ccccc2C)c1 (centres undefined)	-1.1	125	2	0.029	-4	1	-14	-0.1	0
COc1ccc(OCC(=O)N2CCN(C(=O)COc3ccc(Br)cc3)CC2)cc1	0.1	50	-3	-0.39	4	-0.05	2	0.1	10
CCn1c(=O)cc(SCC(=O)NCc2cccnc2)c2ccccc21	-0.5	83	6	-1.8	-3	-0.48	6	-0.6	-16
O=C1NC2(CCCCC2)N=C1c1ccccc1	-0.7	99	4	0.41	-3	0.73	9	-1.4	-2
COc1ccc(NC(=O)c2cnc3ccccn3c2=O)c(OC)c1	-1.3	87	2	0.77	7	0.049	-23	0.8	-6
COCCn1c(SCc2ccccc2Cl)nc2c1c(=O)[nH]c(=O)n2C	0.2	98	3	-2.1	1	-0.4	12	0.8	-45
COc1ccc(C)cc1NC(=O)CCN1CCCC1	-0.5	111	3	0.42	8	-0.33	6	0.8	.
CCOC(=O)c1ccc(CNC(=O)c2cc(C(C)(C)C)oc2C)o1	-0.3	105	2	0.15	-1	-1.2	14	-1.2	14
CS(=O)(=O)N(CC(=O)N1CCCC1)c1cccc(Cl)c1Cl	0.6	146	1	0.19	4	-0.14	18	0.3	-8
Nc1c(C(=O)Nc2ccc(F)cc2)sc2nc(-c3ccco3)ccc12	1.7	9	3	.	-7	.	4	1.2	16
COc1ccc(S(=O)(=O)N2CCC(C(=O)NCc3cccc(OC)c3)CC2)cc1	-1.1	103	-5	-0.9	-2	0.019	6	0.3	-18
NC(=O)CCCC1=NS(=O)(=O)c2ccccc2N1	-0.5	112	2	-0.42	3	-0.035	6	-0.2	-14
O=C(NCCOCCOCCNC(=O)c1cccnc1)c1cccnc1	-4.6	97	.	-0.7	12	-0.12	.	0.7	0
O=C(c1cc2sccc2n1Cc1ccccc1)N1CCc2ccccc21	-1.0	101	7	-0.73	4	-0.26	3	0.6	18
Cc1nc(-c2ccccc2O)n(S(=O)(=O)N(C)C)n1	-0.2	153	-4	-1.3	-8	-1.5	12	1.0	9

Arranged by SMILES length (highest first): part of the list above
Molecule	S1P3 ag	HER2 expr 66K	Jurkat viability	M1 agonist	5HT1E antag	M1 antag	HEK293 NFkB inh	5HT1E ag	S1P1 ag-PAM
CS(=O)(=O)N(CC(=O)N1CCCC1)c1cccc(Cl)c1Cl	0.6	146	1	0.19	4	-0.14	18	0.3	-8
O=C(c1cc2sccc2n1Cc1ccccc1)N1CCc2ccccc21	-1.0	101	7	-0.73	4	-0.26	3	0.6	18
O=C(NCCOCCOCCNC(=O)c1cccnc1)c1cccnc1	-4.6	97	.	-0.7	12	-0.12	.	0.7	0

New compounds follow:
Molecule	S1P3 ag	HER2 expr 66K	Jurkat viability	M1 agonist	5HT1E antag	M1 antag	HEK293 NFkB inh	5HT1E ag	S1P1 ag-PAM
Cc1cc(C)nc(SCc2nnc(SCC(=O)Nc3ccccc3C)n2Cc2ccco2)n1	-0.2	86	-2	-1.3	8	0.62	11	-0.3	-16
CC(C)CC(NC(=O)C1CCCCC1)C(=O)NCc1ccccn1 (centres undefined)	.	99	.	-0.36	2	0.73	16	-0.9	.
O=C(CN1CCCC1)Nc1ccc(NC(=O)Nc2ccccc2)cc1	1.1	102	-15	-0.018	1	1.3	-17	3.4	0
Cc1ccc(NC(=O)CS(=O)CC(=O)N(CC(=O)NC2CCCC2)c2cc(C)ccc2C)cc1 (centres undefined)	0.6	85	0	0.81	3	-0.2	0	0.8	6
COC(=O)c1sc2nc(-c3ccccc3)nc(N3CCN(C)CC3)c2c1C	-1.0	111	1	-0.95	0	0.051	2	0.7	8
COc1ccccc1C1(CC(=O)N2CCOCC2)CCOC(C(C)C)C1 (centres undefined)	-2.9	71	.	-0.37	-16	-0.24	.	2.5	-12
O=C(CCCCCN1C(=O)c2ccccc2C1=O)NCCc1nc2ccccc2[nH]1	-1.2	76	2	-0.14	2	-0.055	17	-0.3	8
CCCOc1ccc(N2CC(C(=O)Nc3ccccc3F)CC2=O)cc1 (centres undefined)	-0.2	86	0	-0.57	-1	0.6	1	-1.0	-5

Remaining list, next part:
| structure | S1P3 ag | HER2 expr 66K | Jurkat viability | M1 agonist | 5HT1E antag | M1 antag | HEK293 NFkB inh | 5HT1E ag | S1P1 ag-PAM |
| --- | --- | --- | --- | --- | --- | --- | --- | --- | --- |
| Cc1csc(SCC(=O)c2cc(C)n(Cc3cccs3)c2C)n1 | -0.4 | 66 | 22 | 0.48 | -3 | -1.3 | 6 | 0.1 | 86* |
| CC(C(=O)NCc1ccccn1)N1C(=O)c2ccccc2C1=O (centres undefined) | -0.8 | 90 | -7 | -0.44 | -9 | -0.36 | 15 | -0.3 | -4 |
| CCCCOc1ccc(C(=O)NCCCC(=O)N2CCCCC2)cc1 | -1.3 | 87 | 2 | 0.36 | -2 | 0.015 | 22 | -0.1 | -28 |
| CCc1n[nH]c2c1/C(=N\O)CC(C)(C)C2 | -1.0 | 95 | 7 | 0.17 | -3 | -0.48 | 13 | -1.5 | 3 |
| COC(=O)C1CCN(C(=O)c2c(-c3ccccc3Cl)noc2C)CC1 | -0.9 | 125 | 2 | 0.43 | -3 | 1.8 | 10 | -1.0 | 9 |
| Cc1cc(C(F)(F)F)c2c(C)nn(CCc3nn[nH]n3)c2n1 | . | 69 | . | 0.69 | -9 | 0.28 | 7 | 0.2 | . |
| Cc1ccc(C(=O)Nc2nnc(-c3cccs3)s2)cc1C | -0.6 | 75 | -2 | -0.13 | 2 | -0.21 | -25 | -0.1 | -4 |
| Cc1c(NC(=O)c2noc3c2CCc2ccccc2-3)c(=O)n(-c2ccccc2)n1C | -0.4 | 88 | -2 | 0.3 | -1 | -0.08 | 13 | 0.1 | -29 |

Single values from the entries so far.
CCCCOc1ccc(C(=O)NCCCC(=O)N2CCCCC2)cc1 – HER2 expr 66K = 87
Cc1c(NC(=O)c2noc3c2CCc2ccccc2-3)c(=O)n(-c2ccccc2)n1C – HER2 expr 66K = 88

(list continues)
| structure | S1P3 ag | HER2 expr 66K | Jurkat viability | M1 agonist | 5HT1E antag | M1 antag | HEK293 NFkB inh | 5HT1E ag | S1P1 ag-PAM |
| --- | --- | --- | --- | --- | --- | --- | --- | --- | --- |
| CCN(CC)CCCN(C(C)=O)c1nc(-c2cc(OC)ccc2OC)cs1 | -1.2 | 73 | 3 | -0.16 | -4 | -0.53 | 21 | 1.2 | -20 |
| CCn1cc(C(=O)NCCCOC)c(=O)c2cc(S(=O)(=O)N(C)C3CCCCC3)ccc21 | -1.1 | 93 | 2 | -0.65 | 4 | -0.35 | 12 | 0.6 | -10 |
| CCOC(=O)/C(C#N)=C1\Nc2ccccc2N=C1N(CC(C)C)CC(C)C | -6.3 | 104 | . | 8.1* | -5 | -0.61 | . | -0.4 | 27 |
| COc1ccc(S(=O)(=O)Cc2ccc(C(=O)N3CCN(c4ccccn4)CC3)o2)cc1 | 0.1 | 87 | 5 | -0.14 | -7 | -0.53 | 15 | 0.0 | -23 |
| COc1ccc2nc(C)c3c(c2c1)OC(C)C3 (centres undefined) | -0.5 | 106 | 0 | -1.6 | 0 | -0.016 | 2 | -0.2 | -22 |
| CN(C)C(=O)N1CCC(C(=O)NC2CCCCCCC2)CC1 | 0.7 | 123 | -8 | -0.14 | -16 | 0.33 | 9 | 0.7 | -1 |
| CC(=O)OCc1cc2cc(C)ccc2[nH]c1=O | -0.6 | 106 | -5 | 0.89 | 0 | -0.91 | 11 | -0.4 | -5 |
| CCOC(=O)C1CCN(C(=O)c2ccc(Cl)c(NC3=NC4CS(=O)(=O)CC4S3)c2)CC1 (centres undefined) | 0.5 | 63 | -11 | -0.73 | -12 | 0.35 | 0 | 0.8 | -13 |
